High-throughput results deposited in PubChem by Sanford-Burnham Center for Chemical Genomics.
TAG inh – triacylglycerol accumulation inhibition. H9c2 cells, Nile Red lipid (TAG) fluorescence; cells loaded with 200 µM oleic acid. inhibition, % at 12.5 µM. hit rate 0.66% among 230,000. AID 651582;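 active = pattern-corrected inhibition of lipid staining of at least 50% with the nuclear-stain viability signal not falling by more than 50%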;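 also: 0% = DMSO wells and 100% = triacsin C control wells; some results filed as inactive read as strong as hits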
TAG inh DAPI viability – also measured in TAG inh; calls as there; DAPI nuclei signal change (viability), lower = more cytotoxic, %;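 whole-well DAPI fluorescence read on a plate reader as a viability signal; minus 50 percent equals half of cells still viable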
Numbers without * were called inactive; & = joins results of further samples.

SMILES | TAG inh | TAG inh DAPI viability
CCN(CC)c1nc(OCCNC(=O)Nc2ccccc2)nc(N(CC)CC)n1 | 2 | -3
Cc1cccc(CSC2=NCCN2S(=O)(=O)c2ccc(F)cc2)c1 | -10 | -2
Cc1onc(-c2ccccc2)c1-c1ccc(S(N)(=O)=O)cc1 | 14 | -13
NC(=O)c1nc(C(=O)N2CCCCC2)c2ccccc2n1 | -17 | 0
Cc1ccc(C)c(NC(=O)COC(=O)CCCN=C2NS(=O)(=O)c3ccccc32)c1 | 8 | -2
O=C(O)CCn1c(CO)nc2ccccc21 | 2 | -6
COc1ccc(C(=O)NC(=S)N2CCN(C)CC2)cc1Br | 10 | 3
COc1cc(NS(=O)(=O)c2ccc(NC(=O)CN3C(=O)c4ccccc4C3=O)cc2)nc(OC)n1 | -9 | 0
CN(Cc1cn(C)nc1-c1cccc(Cl)c1)Cc1nccn1C | -4 | 2
NC(=S)N/N=C\c1ccc(-c2cccc(Cl)c2Cl)o1 | 7 | -3
Cn1c(=O)c2cc(NC(=O)Cc3ccccc3F)ccc2n1-c1ccc(C(C)(C)C)cc1 | 22 | 0
COc1ccc(CC(=O)NC2CCCc3ccccc32)cc1 (configuration not stated) | -6 | -5
O=C(Nc1nnc(SCc2c(Cl)cccc2Cl)s1)C1CC(=O)N(c2ccc3c(c2)OCCO3)C1 (configuration not stated) | -9 | 3
CCN(CC)CCCN=Cc1c(O)n(-c2c(C)cccc2C)c(=O)c2ccccc12 | 26 | -14
Cc1cccc(-c2n[nH]nc2C2=CC(=O)CC(C)(C)C2)c1 | 17 | -6
O=C1N/C(=N/O)S/C1=C\c1ccccc1-n1cccn1 | 3 | 0
Nc1ccccc1SC(CC(=O)c1ccccc1)c1ccc([N+](=O)[O-])cc1 (configuration not stated) | -21 | 7
N#Cc1nc(-c2ccco2)oc1NCCCn1ccnc1 | 3 | -13
Cc1noc(C)c1C(=O)OCC(=O)Nc1cc(Cl)ccc1Oc1ccccc1 | -1 | -9
CCN(CC)C(=O)COC(=O)c1ccc(O)cc1 | -10 | -2

Entries listed so far containing fluorine, in the order listed:
SMILES | TAG inh | TAG inh DAPI viability
Cc1cccc(CSC2=NCCN2S(=O)(=O)c2ccc(F)cc2)c1 | -10 | -2
Cn1c(=O)c2cc(NC(=O)Cc3ccccc3F)ccc2n1-c1ccc(C(C)(C)C)cc1 | 22 | 0

The listing continues:
SMILES | TAG inh | TAG inh DAPI viability
CCCc1cc(N2CCCC2)n2nc(C)c(-c3ccccc3)c2n1 | 66* | 12*
Clc1ccccc1CSc1nnc(-c2ccccn2)n1Cc1ccco1 | 2 | 12
Cc1c(CCOC(=O)C23CC4CC(CC(C)(C4)C2)C3)sc[n+]1Cc1ccccc1 | -39 | 2
COc1ccc(COC(=O)c2cccc(S(=O)(=O)N3CCN(C(C)=O)CC3)c2)cc1 | -7 | 10
O=C(NC(=S)Nc1ccc(S(=O)(=O)N2CCCCC2)cc1)c1ccccc1 | 25 | -25
NC(=O)C1CCN(CC(=O)NC2CCCc3ccccc32)CC1 (configuration not stated) | -2 | -12
CC(C)(C)Nc1nc(Oc2ccc(=O)n(-c3ccccc3)n2)nc(N2CCOCC2)n1 | 8 | -5
Cc1ccc(NS(=O)(=O)c2cccc(C(=O)N3CCN(C(=O)c4ccco4)CC3)c2)cc1 | -6 | -3
CN(CC(=O)Nc1ccc(F)cc1)C(=O)COC(=O)c1ccc(-c2ccccc2)cc1 | 2 | 8
COc1ccc(Br)cc1CNc1ccc(O)cc1 | -20 | -2
Cc1cc(C)n2nc(C(=O)Nc3nnc(C4CC4)s3)nc2n1 | 9 | -2
Cn1c(NC(=O)c2cc(Br)ccc2Cl)cc(=O)n(C)c1=O | -15 | 7
CC1=NN(C(=O)CSCc2ccccc2)C(O)(c2ccc(Cl)cc2)C1 (configuration not stated) | -20 | 3
O=c1oc2c3c4c(cc2s1)CCCN4CCC3 | 11 | 2
Cc1nc(N2CCC(C(N)=O)CC2)c2c(-c3cccs3)csc2n1 | 1 | -1
CCOC(=O)C(Sc1nn(C)c(=S)s1)C(C)=O (configuration not stated) | 1 | -2
COc1cc(N/C=C(\C(C)=O)c2ccccc2)cc(OC)c1 | 5 | -2
Cc1cc(=O)[nH]c(NNC(=O)c2ccc(Cl)cc2)n1 | 5 | -10
O=C(NCC1CCCO1)C1CCN(S(=O)(=O)c2cccc3cccnc23)CC1 (configuration not stated) | 6 | 5
CN(C)c1nnc(-c2ccc(Cl)cc2)o1 | 9 | -9
Cc1ccc(Nc2c(-c3ccc(N4CCOCC4)cc3)nc3ncccn23)cc1 | 5 | 12
CC(=O)N1CCN(S(=O)(=O)c2ccc3c(c2)CCC(=O)N3)CC1 | -18 | 2
CC(C)NC(=O)c1cc(C(=O)c2cc(Cl)ccc2O)coc1=N | -30 | 3
O=C(NC(=S)NCc1ccco1)c1ccccc1 | 4 | -9
CC(=O)N(C(C)=O)C1=C(C#N)C2(CCCCC2)Cc2ccccc21 | -13 | 5
O=C(Nc1cccc(C(F)(F)F)c1)c1cc(S(=O)(=O)N2CCCCC2)ccc1N1CCOCC1 | 20 | -13
Cc1cc(NC(=O)CCC(=O)N(CC(=O)NC2CCCC2)Cc2ccccc2Cl)no1 | 5 | 7
Cc1cccc(C)c1NC(=O)CCCSc1nnc(N)s1 | 8 | -6
COc1ccc(Cn2cnc3c4cc(F)ccc4n(C)c3c2=O)cc1 | -38 | -2
C/C(=N\Nc1ccc(S(N)(=O)=O)cc1[N+](=O)[O-])c1ccco1 | 11 | -1
CCOC(=O)c1cnn(-c2nc3c(C)cccc3s2)c1C | -4 | 0
O=C(NNC(=O)c1cnccc1C(F)(F)F)c1ccccc1 | 10 | -5
CCOc1ncccc1C(=O)OCC(=O)NC(=O)NC(C)C | 8 | 3
CCCCNC(=O)C1CCCN1C(=O)Nc1cccc(OC)c1 (configuration not stated) | -10 | -1
COc1ccc(OC)c(-n2c(SCC(=O)NCC3CCCO3)nc3ccccc3c2=O)c1 (configuration not stated) | 3 | -5
COc1ccc(CCNC(=O)NC(C(F)(F)F)C(F)(F)F)cc1OC | 2 | -1
CN(Cc1ccc(F)cc1)C(=O)CNC(=O)c1cccs1 | -1 | -6
COc1ccc(NC(=O)CN2CCN(c3ccccc3F)CC2)cc1 | -17 | 9
Cc1cccc(C(=O)NCC(c2ccco2)N(C)C)c1 (configuration not stated) | 26 | -9
COc1ccc(N2CCN(Cc3nc(-c4ccccc4)no3)CC2)cc1 | -6 | 3
CC(C)c1ccc(NC(=O)c2ccccc2NC(=O)C2CC=CCC2C(=O)O)cc1 (configuration not stated) | 3 | 9
COc1ccc(S(=O)(=O)NCC2CCCO2)cc1Cl (configuration not stated) | -9 | -3
Cc1cc(C(=O)NP(=O)(N2CCOCC2)N2CCOCC2)c(C)n1-c1ccc(N(C)C)cc1 | -1 | 2
C[C@@H]1CN([C@@H](C)CO)C(=O)CCCn2cc(nn2)CO[C@H]1CN(C)S(=O)(=O)c1ccc(Oc2ccccc2)nc1 | 4 | 12
CCOC(=O)c1c(NC(=O)CN2CCN(C(=O)C3CCCO3)CC2)sc(C)c1C (configuration not stated) | 5 | -4
CCOc1ccc(NS(=O)(=O)c2ccc3ncsc3c2)cc1 | 10 | -5
CCn1c(SCC(=O)OC)nnc1-c1c[nH]c2ccccc12 | 10 | -8
Cc1ccccc1NC(=O)CSc1nc(-c2ccccc2)cc(=O)[nH]1 | 1 | 4
O=C(Nc1ccc(F)cc1)C1CCCN(S(=O)(=O)c2cccc3cccnc23)C1 (configuration not stated) | -4 | -2
CCOc1ccc(C(=O)NNC(=O)c2cc(C)oc2C)cc1 | 2 | 1
CC1=CC(C)(C)N(C(=O)c2ccccc2)c2ccc(C)cc21 | 0 | -4
O=C(NCc1ccccc1Cl)c1csc([C@@H]2O[C@H](CO)[C@@H](O)[C@H]2O)n1 | 5 | -5
CCCCCC(=O)N1CCN(CCN=CC2=C(O)CC(c3ccc(OC)c(OC)c3)CC2=O)CC1 (configuration not stated) | 2&11 | -4&14
O=C(NCc1ccccn1)C(=O)Nc1cccc2ccccc12 | 29 | -8
Cc1nc2ccc(NC(=O)C3CCN(S(=O)(=O)c4cccs4)CC3)cc2s1 | 9 | 8
CN(C)c1ccc(C(=O)OCc2ccccc2)cc1 | -12 | -8
Cc1ccc(NS(=O)(=O)c2cc(C(=O)NCc3cccnc3)ccc2C)cc1 | -4 | 14
O=C(C1=COCCO1)N1CCN(S(=O)(=O)c2cccc(Cl)c2Cl)CC1 | -2 | 3
CCCCn1c(N)c(N(CC(C)C)C(=O)C2CCN(S(=O)(=O)c3ccc(Cl)cc3)CC2)c(=O)[nH]c1=O | -15 | -16
O=C(COC(=O)c1cncc(Br)c1)NCC1CCCO1 (configuration not stated) | -9 | 8

Continuation.
SMILES | TAG inh | TAG inh DAPI viability
CN(C(=O)COC(=O)CCC1CCCCC1)c1c(N)n(Cc2ccccc2)c(=O)[nH]c1=O | -4 | 1
O=C(Cc1cccs1)NCc1ccc(F)cc1 | 1 | -1
C=CCSc1nc(C)c(CC(=O)OCCCC)c(=O)[nH]1 | 10 | -6
O=C(Nc1nc2ccc(Cl)cc2s1)C1CC1 | 7 | -3
CCOc1ccc(C(C)=O)cc1CSc1nnc(-c2cccs2)n1CC1CCCO1 (configuration not stated) | 13 | 1
CS(=O)(=O)N1CCN(Cc2ccc(C(F)(F)F)cc2)CC1 | -61 | 22
CCOC(=O)N1CCN(S(=O)(=O)c2ccc(C(=O)N(CCN(CC)CC)c3nc4ccc(C)cc4s3)cc2)CC1 | 13 | 3
COc1cccc(C(=O)NCC2CCN(c3ccc(S(=O)(=O)N4CCOCC4)cc3)CC2)c1 | -19 | 0
CCOC(=O)c1ccc(NC(=O)Nc2nc3ccccc3s2)cc1 | 2 | 8
O=C(NCCc1c[nH]c2ccccc12)c1cnc2n(c1=O)CCS2 | 5 | -20
OC(c1ccc(F)cc1)c1nc(-c2cccc(F)c2)cs1 (configuration not stated) | -23 | 1
COc1ccccc1NC(=O)CSc1nncn1N | 7 | -7
CC(OC(=O)C1=COCCO1)C(=O)c1ccc(C(C)(C)C)cc1 (configuration not stated) | -5 | -6
CCOC(=O)CN1C(=O)C(=O)c2cc(C)ccc21 | 0 | -2
CN(C)c1ccc(C2NC(=O)c3ccccc3N2)cc1 (configuration not stated) | -12 | 4
CCOC(=O)C1CCCN(C(=O)COc2ccc(N(C)S(=O)(=O)c3ccc(C)cc3)cc2)C1 (configuration not stated) | -3 | -2
O=C(N/C(=C/c1cccnc1)C(=O)N1CCOCC1)c1ccccc1Cl | 6 | 5
COc1ccc(OC)c(NS(=O)(=O)c2ccc3c(c2)C(C)(C)C(=O)N3C)c1 | 0 | -10
Cc1ccc(-c2nc(CS(=O)(=O)CC(=O)N3CCc4ccccc4C3)c(C)o2)cc1 | -12 | 1
COc1ccc(OC)c(C2c3c(oc4ccccc4c3=O)C(=O)N2CCCN(C)C)c1 (configuration not stated) | -37 | -7

Reformatted: results already given.
molecule,TAG inh,TAG inh DAPI viability
COc1ccc(CC(=O)NC2CCCc3ccccc32)cc1 (configuration not stated),-6,-5
Cc1ccc(-c2nc(CS(=O)(=O)CC(=O)N3CCc4ccccc4C3)c(C)o2)cc1,-12,1

The listing picks up with the 7 entries that preceded the break.
SMILES | TAG inh | TAG inh DAPI viability
CCOC(=O)CN1C(=O)C(=O)c2cc(C)ccc21 | 0 | -2
CN(C)c1ccc(C2NC(=O)c3ccccc3N2)cc1 (configuration not stated) | -12 | 4
CCOC(=O)C1CCCN(C(=O)COc2ccc(N(C)S(=O)(=O)c3ccc(C)cc3)cc2)C1 (configuration not stated) | -3 | -2
O=C(N/C(=C/c1cccnc1)C(=O)N1CCOCC1)c1ccccc1Cl | 6 | 5
COc1ccc(OC)c(NS(=O)(=O)c2ccc3c(c2)C(C)(C)C(=O)N3C)c1 | 0 | -10
Cc1ccc(-c2nc(CS(=O)(=O)CC(=O)N3CCc4ccccc4C3)c(C)o2)cc1 | -12 | 1
COc1ccc(OC)c(C2c3c(oc4ccccc4c3=O)C(=O)N2CCCN(C)C)c1 (configuration not stated) | -37 | -7
CCOC(=O)c1cnc2ccccc2c1NCCO | -5 | 4
COC(=O)CCC(=O)N1CCc2cc(S(=O)(=O)N3CCN(c4ccccc4Cl)CC3)ccc21 | 5 | 5
COc1ccc2cc(C[C@@H]3CC[C@@H](CO)O3)ccc2c1 | 1 | 0
Cc1cc(C(=O)N/N=C/C(Cl)=C/c2ccccc2)c(C)o1 | -5 | 3
CC(C)CN1CCC(=O)N(CCC#N)CC1 | -14 | -2
O=c1ccc(S(=O)(=O)N2CCCC2)cn1Cc1ccc(Cl)cc1Cl | -36 | 4
O=C(NCc1ccc(C(F)(F)F)cc1)c1cccc2c(-c3ccc(F)c(F)c3)coc12 | -52 | -7
C[C@H]1CN([C@@H](C)CO)C(=O)c2cccc(NC(=O)Nc3ccc(C(F)(F)F)cc3)c2O[C@H]1CN(C)C | 27 | 4
CC(C)Cn1cnc2c(Sc3c([N+](=O)[O-])ncn3C)nc(N)nc21 | 3 | -13
CCCCCCCCCc1nc(N)n[nH]1 | -10 | 17
O=C(OCc1nc2ccsc2c(=O)[nH]1)c1ccc(Cl)nc1 | -14 | -1
COc1ccc(C2=CC(=O)CC(C)(C)C2)cc1OC | 13 | -7
CCN(CC(=O)Nc1ccccc1C(F)(F)F)C(=O)CSCC(=O)Nc1cc(C)on1 | 2 | 2
CC[C@H]1OC(=O)[C@H](C)[C@@H](O[C@H]2C[C@@](C)(OC)[C@@H](O)[C@H](C)O2)[C@H](C)[C@@H](O[C@@H]2O[C@H](C)C[C@H](N(C)C)[C@H]2O)[C@](C)(O)C[C@@H](C)CN(C)[C@H](C)[C@@H](O)[C@]1(C)O | 29 | -31
Cc1cccc(NC(=O)Cn2nnc3ccccc32)c1 | 11 | -1
Cc1ccc(-c2cc(C(=O)OCC(=O)NC3CC3)c3ccccc3n2)cc1 | 1 | -4
Cc1nn(C)c(C)c1S(=O)(=O)N1CCCC(C(=O)NC2CCCCC2)C1 (configuration not stated) | -3 | -8

Entries of single compounds, quoted from the list. Order of screens: TAG inh, TAG inh DAPI viability
`CC(=O)N(C(C)=O)C1=C(C#N)C2(CCCCC2)Cc2ccccc21` across the screens: -13, 5
`Cc1ccc(-c2nc(CS(=O)(=O)CC(=O)N3CCc4ccccc4C3)c(C)o2)cc1` across the screens: -12, 1

Only part of the results is shown; count on the stated rates, not on these rows.
